# Source: PubChem
# Cneo AK release: Cryptococcus neoformans lysis via adenylate kinase release | lysis activity, % at 15 µM | C. neoformans lysis, adenylate kinase release luminescence, 4 h; normalised: neutral wells 0, clomiphene wells 100 | 360,000 tested, 0.2% active;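 active = mean lysis activity across replicates of at least 80%, whatever share of replicates individually reach that level; inactive = mean lysis activity below 80%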
#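 Signal: Adenylate kinase release luminescence | Assay system: Log-phase Cryptococcus neoformans yeast cells | Input: Cells at 5 × 10^6 per mL | Buffer or medium: Fresh YPD growth medium | Compound: Single dose | Schedule: Static 4 h at 37 °C with compound, 1 h detection | Controls: Clomiphene | Read-out: Luminescence rise reflecting yeast cell lysis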
# ARNT-TACC3 inh: disrupts binding between human ARNT and TACC3 | Q9Y6A5 | AlphaScreen His-ARNT PAS-B/GST-TACC3 binding, luminescence; TACC3 fragment carries E629A point mutation | AID 623870 | 390,000 tested, 0.66% active | inhibition, % at 9.99 µM;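 active = mean inhibition of replicates at least 50% and at least half of replicates each reaching 50%; inconclusive = half or more replicates reach 50% but mean below 50%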;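 also: 0% = complete ARNT plus TACC3 wells and 100% = ARNT alone without TACC3; many hits fall short of the cut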
# esBAF inh: SWI/SNF esBAF complex inhibition. mouse ES cells, Bmi1-luciferase knock-in reporter, 24 h; 100% = twice the neutral-well signal. reporter increase, % at 12.5 µM. 350,000 tested, 2% active. AID 602393; in the data active = activation above about 40%; inconclusive = no clear call, values can overlap the other calls;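 also: 0% = median of the plate's neutral control wells and 100% = double that signal; a rise in the Bmi1 reporter signal indicates esBAF inhibition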
# miR122 inh: inhibitors of miR-122 in Huh7 cells. AID 602342. Huh7 miR-122 Renilla luciferase sensor, 48 h; neutral wells = 0, positive control = 100. 340,000 tested, 0.3% active. activation (reporter increase), % at 12.5 µM;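 active = mean replicate activation score at least 90 and every replicate individually at or above 90; inconclusive = only one of the two criteria met; inactive = neither criterion met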;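 also: higher luciferase means less miR-122 activity so hits act as miR-122 inhibitors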
# ERp5 block: ERp5 (human) disulfide isomerase inhibition | 350,000 tested, 0.05% active | inhibition, % at 9.99 µM | Q15084 | ERp5 insulin aggregation, absorbance 650 nm, 90 min;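 active = mean replicate inhibition above about 25%, with every replicate also reaching it, limit read from the data, passing the limit was not always enough; inconclusive = only one of those two criteria met; inactive = neither criterion met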
# Target sequence (Q15084 whole entry, looked up): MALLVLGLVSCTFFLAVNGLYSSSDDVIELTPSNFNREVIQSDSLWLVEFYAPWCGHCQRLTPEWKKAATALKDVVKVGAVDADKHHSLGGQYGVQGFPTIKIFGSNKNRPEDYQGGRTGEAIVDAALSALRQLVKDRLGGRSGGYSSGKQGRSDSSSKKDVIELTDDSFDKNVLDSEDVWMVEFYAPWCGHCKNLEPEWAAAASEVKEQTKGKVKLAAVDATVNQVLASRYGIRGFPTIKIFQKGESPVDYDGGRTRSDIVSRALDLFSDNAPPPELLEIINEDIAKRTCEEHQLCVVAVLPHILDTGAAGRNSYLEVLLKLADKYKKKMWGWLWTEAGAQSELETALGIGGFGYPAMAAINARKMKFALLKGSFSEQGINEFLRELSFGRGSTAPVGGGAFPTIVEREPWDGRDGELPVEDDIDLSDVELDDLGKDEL
# C2C12 statin: suppression of simvastatin myotoxicity. rescue of ATP level, % at 7.49 µM. C2C12 myotubes + simvastatin, ATP luminescence, 48 h; scaled: DMSO 0, geranylgeraniol control 100. 330,000 tested, 0.78% active. AID 602340;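 active = mean ATP rescue above about 67%, or every replicate alone reaching that limit, limit read from the data, passing the limit was not always enough; inconclusive = no clear call, values can overlap the other calls; inactive = mean under the limit and some replicate under it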;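 also: myotubes were challenged with 10 µM simvastatin during compound exposure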
# SIRT5 block: blocks human SIRT5 desuccinylation of peptide; Q9NXA8; Purified SirT5, succinyl-peptide AMC, trypsin-coupled fluorescence; inhibition, % at 15 µM; 330,000 tested, 1.1% active; AID 652115; in the data active = inhibition above about 15%; inconclusive = no clear call, values can overlap the other calls
# Target sequence (Q9NXA8 whole entry, looked up): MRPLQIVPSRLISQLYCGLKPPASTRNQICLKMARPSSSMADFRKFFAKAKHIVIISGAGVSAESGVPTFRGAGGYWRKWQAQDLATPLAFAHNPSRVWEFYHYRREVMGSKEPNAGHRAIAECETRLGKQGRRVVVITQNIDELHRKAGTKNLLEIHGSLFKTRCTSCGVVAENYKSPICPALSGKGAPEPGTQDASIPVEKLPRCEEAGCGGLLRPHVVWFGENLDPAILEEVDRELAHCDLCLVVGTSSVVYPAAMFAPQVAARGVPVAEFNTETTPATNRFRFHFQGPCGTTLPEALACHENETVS
# * hit, by the source's call; u = inconclusive; x = no result given; [ ] = another dose, or the depositor's remark.
# Fields – Cneo AK release, ARNT-TACC3 inh, esBAF inh, miR122 inh, ERp5 block, C2C12 statin, SIRT5 block
O=C(Cc1cccs1)NCCS(=O)(=O)N1CCN(c2ccccc2)CC1
 : -1, x, -10, -1, 1, 2, x
O=C(NCCCN1CCOCC1)c1cn(-c2ccccc2)nc1-c1ccc(Br)cc1
 : 2, x, -14, x, -1, -4, -4
C[C@H]1CN([C@@H](C)CO)C(=O)c2cc(NC(=O)Nc3ccc4c(c3)OCO4)ccc2O[C@H]1CN(C)Cc1ccc2c(c1)OCO2
 : -4, 1, -4, 7[16.7 µM], -2, -13, 2
c1ccc(N2CCN(c3ccccc3)C2c2ccncc2)cc1
 : -3, -29, 10, 0, 3, 20, 6
CN(C(=O)COC(=O)CCCN1C(=O)c2cccc3cccc(c23)C1=O)C1CCS(=O)(=O)C1 (stereo not drawn)
 : -2, 0, -4, -3, -8, -5, -7
Cc1ccc(S(=O)(=O)NCCc2nnc3ccc(SCC(=O)Nc4nc(C)cs4)nn23)cc1
 : x, -2, x, x, 4, x, 2
CCCCN(CCCC)C(=O)CCS(=O)(=O)c1ccc2c(c1)n(C)c(=O)c(=O)n2C
 : 2, -3, 11, 6, x, 15, x
Cn1nc(C(=O)N2CCN(c3ccc(F)cc3)CC2)c2c1-c1ccccc1S(=O)(=O)C2
 : 0, -1, -1, -1, -4, -25, 0
O=C(NCC1CC1)[C@H]1[C@H](CO)[C@H]2Cn3c(ccc(-c4ccncc4)c3=O)[C@@H]1N2Cc1nccs1
 : -2, -2, -3, x, -3, -20, x
Cn1nnnc1Sc1ncnc2scc(-c3ccccc3Cl)c12
 : -1, -1, -14, 1, 8, -39, x
COc1ccc(NC(=O)c2cccc(NS(=O)(=O)c3ccccc3)c2)cc1
 : -3, 2, -1, 10, 3, 5, 2
O=C(NCCCN1CCCC1=O)c1ccc2c(c1)OCO2
 : x, 1, 0, -3, 3, 18, -1
C[C@@H]1CN([C@@H](C)CO)C(=O)c2cc(C3=CCCC3)cnc2O[C@H]1CN(C)Cc1ccc(F)cc1
 : 4, 9, -3, -1[16.7 µM], 17, -1, 0
CCC(=O)N1c2ccccc2NC2=C(C(=O)CC(C)(C)C2)C1c1ccc(O)c(OC)c1 (stereo not drawn)
 : 1, 12, -5, x, 7, 5, 2
NS(=O)(=O)c1ccc(NC(=O)Cc2c(F)cccc2Cl)cc1
 : x, 18, x, x, 3, x, 0
CCOc1ccc(-n2c(=S)sc3c(=O)[nH]c(SCC(=O)NC4CCCCC4)nc32)cc1
 : 1, x, 3, -3, 9, -1, x
CNC(=S)N(CCc1c(C)[nH]c2ccc(C)cc12)Cc1ccc(OC)c(OC)c1
 : -1, 7, 13, 5, 6, 20, -6
O=C(Cc1cc(=O)[nH]c(=O)[nH]1)NCc1ccccc1
 : -2, -7, -6, 0, 2, 2, x
CCC(=O)Nc1ccc(NC(=O)/C=C/c2ccc(Cl)cc2)cc1
 : 4, 4, 14, -3, -1, -3, 2
CCCCC(=O)N1CCN(c2nc3ccc(OCC)cc3s2)CC1
 : -3, -5, 8, x, 6, 7, -1
CO[C@@H]1CN(C)C(=O)c2ccc(NS(=O)(=O)c3cccc(C)c3)cc2OC[C@H](C)NC[C@H]1C
 : x, x, 4, -4[16.7 µM], x, 4, x
Cc1ccccc1CN(C)C[C@H]1OCc2cnnn2CCCC(=O)N([C@H](C)CO)C[C@H]1C
 : 5, 0, -3, -2[16.7 µM], -1, -2, -4
C[C@@H]1CN([C@H](C)CO)C(=O)c2cc(NC(=O)NC3CCCCC3)ccc2O[C@@H]1CN(C)Cc1ccccc1
 : -6, -1, 3, 6[16.7 µM], -7, 33, 11
CN(C)C(=O)c1cccc(-c2cnc3c(NC=O)cc(-c4ccc(C(=O)N5CCOCC5)cc4)cn23)c1
 : -11, x, -5, -10, 2, -23, 1
COc1cccc(-c2ccc3c(c2)[C@H]2[C@H](CCN2C(=O)c2ccc(F)cc2)[C@@H](CO)N3C)c1
 : -2, 15, 0, 1[16.7 µM], x, 39, x
N#C/C(=C(/O)COc1ccccc1)c1nc2ccccc2s1
 : -1, -4, 16, -5, 9, -23, -2
O=C(NCc1ccco1)Nc1ccc2nsnc2c1
 : 5, -3, 9, -10, x, 2, x
COC(=O)C1CCN(C(=O)CN2C(=O)NC3(CCC(C)CC3)C2=O)CC1 (stereo not drawn)
 : x, -7, x, 2, -7, x, -2
COc1ccc(S(=O)(=O)N2CCc3ccccc32)cc1C(=O)NCCc1ccc(S(N)(=O)=O)cc1
 : 5, -1, 7, 20, 2, 30, -11
COc1ccc(/C=C/C(=O)O)cc1COc1cccc(C)c1
 : x, -4, 4, -4, x, -14, x
COc1ccccc1N(C(=O)c1ccco1)C(C(=O)NC1CCCCC1)c1cc(OC)c(OC)c(OC)c1 (stereo not drawn)
 : -1, x, -4, x, 2, -1, -5
CC#CCN(Cc1ccco1)C(=O)C1CCC(=O)N(CCc2cccc(F)c2)C1 (stereo not drawn)
 : -2, x, -17, -3, 6, -21, x
O=C(C[C@H]1C[C@H]2c3cc(NC(=O)Nc4ccc(C(F)(F)F)cc4)ccc3O[C@H]2[C@H](CO)O1)NCC1CC1
 : 2, 1, -1, 2[16.7 µM], -1, 9, 1
CCCC(=O)N1CCCC1(C)C(=O)Nc1cc(C)ccc1C (stereo not drawn)
 : 0, x, 1, 2, 1, -2, -2
COc1cc(/C=N\NC(=O)CC#N)ccc1OC/C=C/c1ccccc1
 : 0, 69*, -6, x, 7, 5, 0
Cc1noc(C)c1CSCC(=O)Nc1cc(Cl)ccc1N1CCCCC1
 : 4, 0, -2, 2, 14, -4, 8
COc1ccc(-c2ccc3c(c2)[C@@H]2[C@@H](CCN2C(=O)NC2CCCCC2)[C@@H](CO)N3C)cc1
 : 0, 20, 0, 1[16.7 µM], -4, 23, 7
COc1ccc(-c2cc(-c3cc(F)ccc3O)[nH]n2)cc1OC
 : -7, 1, u, 0, 2, -4, -1
Cc1cc(NC(=O)c2ccc(F)cc2)n(C)n1
 : x, -12, -1, x, 0, 9, -2
O=C(O)CCCC(=O)N1CCN(c2nc(-c3ccccc3)c3ccccc3n2)CC1
 : 2, -12, -2, -4, -6, 9, -1

# Rewritten with each value named: part of the list above.
CC#CCN(Cc1ccco1)C(=O)C1CCC(=O)N(CCc2cccc(F)c2)C1 (stereo not drawn)
- Cneo AK release: -2
- ARNT-TACC3 inh: x
- esBAF inh: -17
- miR122 inh: -3
- ERp5 block: 6
- C2C12 statin: -21
- SIRT5 block: x

COc1ccc(-c2cc(-c3cc(F)ccc3O)[nH]n2)cc1OC
- Cneo AK release: -7
- ARNT-TACC3 inh: 1
- esBAF inh: u
- miR122 inh: 0
- ERp5 block: 2
- C2C12 statin: -4
- SIRT5 block: -1

COc1ccc(-c2ccc3c(c2)[C@@H]2[C@@H](CCN2C(=O)NC2CCCCC2)[C@@H](CO)N3C)cc1
- Cneo AK release: 0
- ARNT-TACC3 inh: 20
- esBAF inh: 0
- miR122 inh: 1[16.7 µM]
- ERp5 block: -4
- C2C12 statin: 23
- SIRT5 block: 7

N#C/C(=C(/O)COc1ccccc1)c1nc2ccccc2s1
- Cneo AK release: -1
- ARNT-TACC3 inh: -4
- esBAF inh: 16
- miR122 inh: -5
- ERp5 block: 9
- C2C12 statin: -23
- SIRT5 block: -2

# Additional structures.
# Fields – Cneo AK release, ARNT-TACC3 inh, esBAF inh, miR122 inh, ERp5 block, C2C12 statin, SIRT5 block
C[C@H](CO)N1C[C@H](C)[C@@H](CN(C)Cc2ccc3c(c2)OCO3)Oc2c(NC(=O)C3CCOCC3)cccc2C1=O
 : 47, -8, -3, 319*[16.7 µM], 3, 13, -1
O=C(N/N=C/c1ccc([N+](=O)[O-])cc1)c1c[nH]c2ccccc12
 : x, -1, x, x, 2, x, -3
COc1cc2c(cc1OC)C(c1ccc(Br)cc1)NC(=O)C2 (stereo not drawn)
 : 0, -6, -4, -3, 1, -3, -10
C[C@H]1CN([C@@H](C)CO)C(=O)c2cc(NC(=O)Nc3cccc4ccccc34)ccc2O[C@H]1CN(C)S(=O)(=O)c1cn(C)cn1
 : 1, -12, 0, -5[16.7 µM], 2, 17, 2
O=C(CSc1nnnn1C1CCCC1)N1CCN(C(=O)c2ccco2)CC1
 : 4, 0, -4, -6, x, 30, x
COc1ccc(C(=O)N/N=C/c2ccc(SC)cc2)cc1
 : x, -7, x, x, 2, x, -5
CO[C@@H]1CN(C)C(=O)c2cc(NC(=O)c3cc(C)on3)ccc2OC[C@H](C)N(C(=O)C2CC2)C[C@H]1C
 : -4, -3, -3, -3[16.7 µM], -3, -15, -2
O=C(O)C[C@H]1C[C@H]2c3cc(NC(=O)Nc4ccc(F)cc4)ccc3O[C@H]2[C@@H](CO)O1
 : 4, -5, -5, -4[16.7 µM], -11, -1, -5
CC1=C[C@@H](C)[C@@H](c2ccc(C(F)(F)F)cc2)OC1=O
 : -1, -21, -4, 9, -11, -11, x
CC1(C)CC(=O)C(C(O)c2cccc([N+](=O)[O-])c2)C(C)(C)N1 (stereo not drawn)
 : -4, -6, -7, -1, -1, 34, x
COC(=O)c1cc2occc2n1Cc1nc(-c2ccccc2F)oc1C
 : 2, -2, -4, -4, 2, 21, 0
Cc1cccc(NC(=O)CSCc2cc(=O)n3ccsc3n2)c1C
 : 9, -9, -8, -2, x, 7, x
O=C(COC(=O)c1ccc2[nH]c3c(c2c1)CCCC3)NC1CCS(=O)(=O)C1 (stereo not drawn)
 : x, 0, x, x, 6, x, 2
CN(CCO)C(=O)C(c1ccccc1)c1ccccc1
 : x, -3, 4, x, 2, -14, -6
Cc1ccc(S(=O)(=O)Nc2ccc3c(c2)C(=O)N([C@H](C)CO)C[C@@H](C)[C@H](CN(C)S(=O)(=O)c2cn(C)cn2)OCCCC[C@@H](C)O3)cc1
 : 1, -5, -6, -3[16.7 µM], 7, x, -3
C[C@H](CO)N1C[C@H](C)[C@H](CN(C)C(=O)Nc2cccc3ccccc23)Oc2ccc(NS(=O)(=O)c3cn(C)cn3)cc2CC1=O
 : -4, x, 4, -3[16.7 µM], -4, 5, -3
CCOCCCN(C(=O)Cn1nnc(-c2ccc(OC)c(OC)c2)n1)C(C(=O)NCC1CCCO1)c1ccc(F)cc1 (stereo not drawn)
 : -2, -5, 7, x, 6, 8, -6
CSCCOC(=O)C1=C(C)Nc2ccc(C)cc2S1
 : 0, -2, x, -5, x, x, x
CC(C)c1ccc(S(=O)(=O)N2CCN(C(=O)CCc3nc4ccccc4c(=O)[nH]3)CC2)cc1
 : 0, x, 0, 1, 3, 15, x
Cc1ccc(Cl)cc1N1CCN(C(=O)CSc2ccsc2[N+](=O)[O-])CC1
 : -1, 1, x, 0, -4, x, -1

# 2 compounds from above, reduced to Cneo AK release and SIRT5 block.
Molecule | Cneo AK release | SIRT5 block
O=C(CSc1nnnn1C1CCCC1)N1CCN(C(=O)c2ccco2)CC1 | 4 | x
COc1ccc(C(=O)N/N=C/c2ccc(SC)cc2)cc1 | x | -5

# The results go on.
# Fields – Cneo AK release, ARNT-TACC3 inh, esBAF inh, miR122 inh, ERp5 block, C2C12 statin, SIRT5 block
CC(=O)CCC(=O)NC1CCCc2c1cnn2-c1ccc(C(C)(C)C)cc1 (stereo not drawn)
 : -1, 1, 14, -5, 2, -23, -5
COc1cccc(/C=N/Nc2ccnc(=O)[nH]2)c1O
 : -9, 57*, -42, -9, 0, -22, 3
CC(C)c1nc(SCC(=O)N2c3ccccc3CC2C)c2ccccc2n1 (stereo not drawn)
 : x, -4, x, x, -2, x, -2
COc1cccc2sc(N)nc12
 : 2, x, 1, -4, -8, 9, x
O=C(Nc1ccc(F)c(Cl)c1)c1cc(C2CCCN(S(=O)(=O)c3ccccc3)C2)on1 (stereo not drawn)
 : 0, x, 10, 18, 3, 3, x
